GLP1R inv ag: qHTS of GLP-1 Receptor Inverse Agonists (Inhibition Mode). HEK293 GLP-1R CRE-luciferase, luminescence, 24 h; GLP-1R form is constitutively active. 1.6% of 410,000 active. Potency, µM (titrated, usually from 38.3 µM), inactives show at the highest dose activity change, negative = inhibition, actives largely listed as inhibitors; further: potency means the concentration at half of the fitted maximal effect; on the % scale 0 is the no-effect control and ±100 the full control effect; nearly all actives have a fitted effect of over 55% in size
Target sequence (P43220 whole entry, looked up): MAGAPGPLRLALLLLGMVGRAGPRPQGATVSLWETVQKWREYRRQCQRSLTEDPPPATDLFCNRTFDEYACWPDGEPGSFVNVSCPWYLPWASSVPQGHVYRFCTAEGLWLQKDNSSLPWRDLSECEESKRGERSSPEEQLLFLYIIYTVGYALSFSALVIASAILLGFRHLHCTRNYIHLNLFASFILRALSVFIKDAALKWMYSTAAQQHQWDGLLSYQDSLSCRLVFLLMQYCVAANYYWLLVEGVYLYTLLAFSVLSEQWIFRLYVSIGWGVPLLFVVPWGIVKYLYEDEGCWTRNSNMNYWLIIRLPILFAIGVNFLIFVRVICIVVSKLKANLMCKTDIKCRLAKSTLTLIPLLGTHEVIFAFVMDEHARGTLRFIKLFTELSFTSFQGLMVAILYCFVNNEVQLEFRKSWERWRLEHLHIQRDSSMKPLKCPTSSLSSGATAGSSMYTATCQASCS
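Luminescence readout: a drop in cAMP-driven luciferase signal flags inverse agonism at a constitutively active GLP-1R stably expressed in HEK293. Compound exposure lasted 24 hr at 37 deg C, 5% CO2.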
FUS yeast rescue: qHTS for Suppressors of FUS Proteinopathy: Primary screen using FUS-linked yeast assay | AID 1347120, 2019 | 0.24% of 390,000 active | Potency, µM (top dose mostly 76.6 µM), without a hit: top-dose growth rescue (activation), actives largely listed as activators | S. cerevisiae FUS-expressing, growth rescue, OD600, 24 h;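 further: potency means the concentration at half of the fitted maximal effect; plate controls were DMSO vehicle for no effect and reference control for full effect; nearly all actives have a fitted effect of over 55% in size; some results filed as inactive show a strong effect at the top dose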
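Absorbance at 600 nm, taken 24hr after compound addition, measured rescue of FUS-yeast growth at 30C. Induction used 2% galactose with seeding at OD 0.005. Controls: CP55940 from 92uM final, DMSO only.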
Akt phos inh: HTS Assay for Inhibitors of Akt Phophorylation: Primary Screen | Neuro2A IGF-stimulated pAkt S473 HTRF, 20 min; hits give low values | activity change, % for hits at 50 µM | 0.32% of 360,000 active | AID 651550, 2012; in the data active means activity change below about -80%; inconclusive means mostly about -51% to -80%; further: on the % scale 0 is the no-effect control and ±100 the full control effect
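Neuro2A cells (4,500/well, DMEM with 0.5% FBS) were treated with compound at a single 50 µM final concentration, stimulated with 6 nM IGF for 20 min at 37 °C, and lysed. Phospho-Akt Ser473 was read by HTRF as 665/615 ratio ×10^4.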
Abeta rescue: qHTS for compounds that reverse cellular toxicity of Amyloid beta (A-beta) peptide in yeast: Primary Screen. yeast expressing A-beta42, growth rescue, OD600, 48 h; response scale: 0% DMSO, 100% iron-clioquinol control. Potency, µM (series often up to 46.1 µM), without a hit: at the top dose growth rescue, hits mostly activators. 0.063% of 410,000 active; further: potency means the concentration at half of the fitted maximal effect; nearly all actives have a fitted effect of over 55% in size
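Yeast growth medium received pinned compounds, then yeast cells expressing toxic A-beta were added; plates incubated at 30 C for 48 hr. Growth read as absorbance at 600 nm, normalized to DMSO and equimolar FeCl3 plus clioquinol controls.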
DRD3 antagonist: qHTS of D3 Dopamine Receptor Antagonist: qHTS. D(3) dopamine receptor (Homo sapiens), P35462. D3R cells, DiscoveRx beta-arrestin luminescence, antagonist mode; hits give low values. max response, negative = inhibition, %. 2.5% of 360,000 active; in the data active means max response below about -50%; inconclusive means no clear call, values can overlap the other calls; further: on the % scale 0 is the no-effect control and ±100 the full control effect; mostly tested at two doses, the higher about 12 µM
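Cells expressing the human receptor were seeded at 1500 cells/well, incubated overnight at 37 degrees C in 5% CO2, then exposed to library compounds with dopamine controls for 90 minutes at 37 degrees C before luminescent detection.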
aSyn yeast inh: qHTS of alpha-syn Inhibitors; Yeast expressing alpha-synuclein, growth rescue, BacTiter-Glo, 24 h; AID 652106, 2013; 0.14% of 370,000 active; Potency, µM (highest dose often 46.1 µM), for inactives: top-dose growth rescue (activation), hits mostly activators; further: potency means the concentration at half of the fitted maximal effect; % of control where 0% means no effect; nearly all actives have a fitted effect of over 65% in size
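Rescue of yeast growth: cells expressing toxic alpha-synuclein, induced in galactose at OD600 0.02, incubated with compound 24 h at 30 C. ATP luminescence quantified growth; inhibitors of toxicity appear as activators.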
PTHR1 agonist: qHTS for PTHR1 Agonists: Primary Screen; Parathyroid hormone/parathyroid hormone-related peptide receptor (Homo sapiens), Q03431; HEK293 GP2 PTHR1 cells, GloSensor cAMP luminescence, 1 h; Potency, µM (titrated, usually from 115 µM), for the others: top-dose activation, most hits filed as activators; 0.075% of 410,000 active; AID 743266, 2014; further: potency means the concentration at half of the fitted maximal effect; nearly all actives have a fitted effect of over 55% in size; some results filed as inactive show a strong effect at the top dose; inactives centre near -15; many of its hits are not listed in these tables
Target sequence (Q03431 whole entry, looked up): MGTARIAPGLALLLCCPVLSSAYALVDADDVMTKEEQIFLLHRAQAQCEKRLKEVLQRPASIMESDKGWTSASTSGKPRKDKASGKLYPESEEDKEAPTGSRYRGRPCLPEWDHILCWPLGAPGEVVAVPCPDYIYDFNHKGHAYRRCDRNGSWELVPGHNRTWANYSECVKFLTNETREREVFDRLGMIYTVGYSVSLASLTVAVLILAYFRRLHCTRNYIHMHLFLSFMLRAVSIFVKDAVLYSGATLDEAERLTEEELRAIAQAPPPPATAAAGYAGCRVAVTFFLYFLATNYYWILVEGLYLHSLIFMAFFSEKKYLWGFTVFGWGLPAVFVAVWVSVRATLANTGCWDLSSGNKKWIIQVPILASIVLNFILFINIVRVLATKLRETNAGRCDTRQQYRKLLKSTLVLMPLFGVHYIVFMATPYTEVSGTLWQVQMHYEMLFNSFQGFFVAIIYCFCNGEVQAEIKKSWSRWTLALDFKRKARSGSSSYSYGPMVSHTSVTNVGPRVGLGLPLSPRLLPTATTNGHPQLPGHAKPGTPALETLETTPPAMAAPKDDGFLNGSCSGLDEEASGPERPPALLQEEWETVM
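HEK-293-derived GP2 cells expressing PTHR1 and a GloSensor cAMP reporter, 3,000/well, plated overnight, given luciferin plus IBMX (each 0.5 mM as added) for 1 h at 37 °C, then compound for 1 h at 37 °C. Luminescence was read after 15 min at room temperature.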
GLP1R ag: qHTS of GLP-1 Receptor Agonists. AID 624172, 2012. HEK293 GLP-1R CRE-luciferase, luminescence, 4-6 h; cells express a hypersensitive GLP-1R form. Glucagon-like peptide 1 receptor (Homo sapiens), P43220. 0.007% of 380,000 active. Potency, µM (top dose mostly 45.6 µM), for inactives: at the highest dose activation, most hits filed as activators; further: potency means the concentration at half of the fitted maximal effect; % of control where 0% means no effect
TDP-43 yeast inh: qHTS of TDP-43 Inhibitors | TDP-43 expressing yeast growth rescue, BacTiter-Glo, 24 h | Potency, µM (series often up to 46.1 µM), inactives show top-dose growth rescue (activation), usual class: activators | 1.8% of 410,000 active; further: potency means the concentration at half of the fitted maximal effect; % of control where 0% means no effect; nearly all actives have a fitted effect of over 50% in size
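Cell-based yeast growth screen: TDP-43 expression induced in galactose, inoculum OD600=0.02 after raffinose pregrowth to mid-log. Read-out BacTiter-Glo luminescence at 24 hr, 30 deg C; inhibition of toxicity seen as signal increase.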
* marks the source's active call; other numbers are inactive results; i = inactive; u = inconclusive; x = no result given; [ ] = remark or other dose. Unless noted, the call rests on the fitted dose curve; in most records, active means well fitted curve in the direction sought with a large enough effect; inconclusive means small, poorly fitted or top-dose-only effect, or another doubt; inactive means no such curve, though single readings can be large; an effect the other way counts as inactive or inconclusive.

Fields – GLP1R inv ag	FUS yeast rescue	Akt phos inh	Abeta rescue	DRD3 antagonist	aSyn yeast inh	PTHR1 agonist	GLP1R ag	TDP-43 yeast inh
COc1ccccc1-n1c(-c2ccc(NS(C)(=O)=O)cc2)n[nH]c1=S
→ 11.8%	-4.7%	i	8.9%	6.4	0.4%	-21.8%	-1.2%	-5.2%
Cc1cc(C)c(Cn2c3ccccc3c3cnn(CC(=O)NC4CCCCCC4)c(=O)c32)c(C)c1
→ 0.5%	-22.5%	x	-2.9%	x	x	1.0%	x	18.7%[9.22 µM]
CCCCN(C)C(=O)CS(=O)(=O)Cc1nc(-c2cccc(OC)c2)oc1C
→ -5.7%	-1.1%	i	16.6%	13.3	3.6%	-23.4%	3.3%	10.6%
Cc1ccccc1NC(=O)c1nn(C)c2c1CS(=O)(=O)c1ccccc1-2
→ 14.0%	2.8%	i	x	-22.1	-1.5%	-7.1%	4.1%	-3.4%
CN(CC(=O)Nc1ccccc1[N+](=O)[O-])Cc1ccc(Br)cc1
→ u	1.3%	i	16.4%	11.8	12.0%	i	23.6%	u
CCn1c(SCc2nc3cc(OC)c(OC)cc3c(=O)[nH]2)nc2ccccc21
→ 6.7%	10.6%	i	10.2%	1.3	-5.0%	i	-4.5%	x
Cc1cccc(C(=O)Nc2ccc(NC(=O)c3ccccc3)cc2)c1
→ u	-8.9%	i	2.2%	17.1	-19.0%	-2.0%	8.1%	0.0%
COC(=O)c1c(NC(=O)CN2CCN(c3ccccc3)CC2)c2c(C)cccc2n1C
→ u	-63.3%[inhibitor]	i	9.4%	-21.3	10.5%	-5.4%[57.5 µM]	5.6%	-1.3%
Cc1ccccc1-c1nc(CS(=O)(=O)CC(=O)N2CCOCC2)c(C)o1
→ -5.1%	10.9%	i	-4.0%	-4.1	-0.7%	i	2.3%	-14.7%
O=C(O)CC/C(=C\c1cc2c(cc1Br)OCO2)c1nc2ccccc2s1
→ -16.9%	33.9%	i	-13.1%	-13.2	2.7%	-22.7%	1.1%	3.5%
OC(CNCC1COc2ccccc2O1)COc1ccccc1F (stereo unspecified)
→ -27.4%	-24.9%	i	7.2%	-78.2*	-0.4%	-11.5%	10.0%	-1.9%
CCOC(=O)c1[nH]ncc1CN1CCC(Cc2ccccc2)(C(=O)OCC)CC1
→ -11.7%	-23.1%	i	5.5%	-4.2	-2.6%	-21.0%	9.9%	-0.1%
COc1cc2c(=O)n(Cc3ccccc3)c(=O)n(CC(=O)Nc3cc(C(F)(F)F)ccc3Cl)c2cc1OC
→ 2.2%	9.0%	x	-5.4%	x	x	-17.8%	x	8.6%
Cc1noc(C)c1-c1csc(N2CCC(C(N)=O)CC2)n1
→ x	-0.7%	x	-5.6%	x	x	-19.4%	-2.5%	x
CCOC(=O)c1c(NC(=O)Cn2nnc3ccccc32)sc2c1CCC(C)C2 (stereo unspecified)
→ u	29.2%	i	2.8%	-8.2	-0.7%	-3.7%	5.7%	4.4%
O=C(NCC(F)(F)F)Nc1ncccn1
→ -0.3%	-4.4%	i	36.9%	10.8	-0.8%	-14.0%[57.5 µM]	-12.7%	-0.6%
CCN(c1ccccc1)S(=O)(=O)c1cccc(C(=O)OCc2nc3sc(C)c(C)c3c(=O)[nH]2)c1
→ 16.2%	u	i	2.0%	-12.2	0.8%	-24.9%	5.3%	-1.4%
CCOC(=O)N1CCN(C(=O)C2CCN(C(=O)c3cc4sccc4n3CC)CC2)CC1
→ 9.5%	10.1%	i	10.7%	16.4	0.9%	i	-1.8%	u
Cc1cc(CN2CCN(CCC#N)CC2)c(O)c(C2(C)CCCCC2)c1
→ u	u	i	4.1%	-24.4	-1.9%	i	4.0%	-10.1%
CCCC[C@@H]1CNC(=S)N1CCCc1cc(OC)c(OC)c(OC)c1
→ 2.6%	0.9%	i	-0.9%	-0.6	-1.0%	i	-1.1%	13.0%
CCCSc1nnc2c(n1)OC(c1ccc(Br)s1)Nc1ccccc1-2 (stereo unspecified)
→ 34.0%[activator]	9.5%	x	-29.5%	x	x	4.9%	x	-15.3%
COc1ccccc1/C=C/c1nc2ccccc2c(=O)o1
→ u	-8.7%	i	-17.6%	3.4	-6.3%	i	-0.1%	27.7%
COc1ccc(/C=C/C(=O)c2ccc[nH]2)c(OC)c1OC
→ 175.9%[activator]	1.5%	i	-32.2%[inhibitor]	19.7	0.3%	i	6.5%	14.1µM*
COc1ccc(NC(=O)c2sc3nc(C)c(C(=O)Nc4ccc(C)cc4C)c(-c4ccc(Cl)cc4)c3c2N)cc1
→ -7.3%	7.4%	x	-2.8%	x	x	-41.2%[inhibitor]	x	10.9%
CCNc1nc(NC#N)nc(SCC(=O)OCC)n1
→ 0.2%	-17.2%	i	26.9%	11.7	-15.8%	-1.1%[57.5 µM]	-5.7%	-5.0%
O=C(Nc1cccc(OC(F)(F)F)c1)C1Cc2c(-c3ccc4c(c3)OCO4)ccnc2O1 (stereo unspecified)
→ u	22.0%	i	11.0%	-54.8*	20.7%	-15.5%	-2.8%	u
COc1ccccc1-c1cc(C(=O)N2CCCC2)no1
→ -28.4%	7.2%	i	-10.3%	7.8	6.9%	-20.3%	13.2%	-11.6%
Cc1cc(NC(=O)C2CCCN2C(=O)Nc2c(C)cccc2C)ccc1-n1cnnn1 (stereo unspecified)
→ 19.6%	5.4%	x	10.3%	7.3	-11.4%	i	0.3%	-3.6%
Cc1cc(=O)[nH]c(SCCCOc2ccc3c(c2)CCC3)n1
→ 32.3%[activator]	13.5%	x	-7.4%	27.3	1.7%	i	3.4%	8.7%
COc1ccc(NC(=O)c2ccc(OC(F)F)cc2)cc1Cl
→ u	x	i	-18.7%	1.0	-15.1%	-16.7%	6.5%	-3.2%
Cc1ccc(-c2nc3cnccn3c2Nc2c(C)cccc2C)o1
→ u	7.1%	i	-63.6%[inhibitor]	-22.1	u	-13.5%	13.5%	u
COc1ccc(CN(C)C(=O)C2CSC3(C)CCC(=O)N23)cc1 (stereo unspecified)
→ 7.0%	-14.4%	i	6.8%	12.5	0.2%	-12.4%	3.8%	-22.5%
COC(=O)CN1C(=O)[C@H]2[C@@H](c3ccc(C)o3)N3C(=O)CN(Cc4ccccn4)C(=O)[C@@]3(C)[C@H]2C1=O
→ 13.3%	-0.4%	i	0.1%	u	9.4%	-6.0%	-2.9%	13.4%
COC(=O)c1ccc(COC(=O)CNC(=O)c2ccco2)cc1
→ 9.5%	-0.3%	i	12.7%	15.4	1.9%	-24.0%	3.2%	13.5%
COC(=O)c1nnc(-c2ccccc2)c(-c2ccccc2)n1
→ 55.1%	13.5%	i	3.8%	-15.3	-6.2%	i	-6.4%	-0.9%
O=C(NC1CC(=O)N(c2cccc(F)c2)C1)c1ccc(Br)o1 (stereo unspecified)
→ 8.5%	3.0%	x	-6.0%	x	x	i	x	18.3%
COc1ccccc1-n1cnnc1SCc1csc(-c2ccccc2)n1
→ -13.2%	20.8%	i	-36.3%	0.0	1.6%	-16.6%[57.5 µM]	28.2%	-19.2%
CCOC(=O)[C@H]1[C@H]2COc3ccc(C)cc3[C@@H]2N2C(=O)c3ccc(Cl)cc3NC(=O)[C@@]12C
→ u	-1.3%	i	-6.2%	0.0	-2.3%	1.2%	-4.5%	15.3%
CCCCn1c(N)c(N(CC(C)C)C(=O)C2=NN(c3ccccc3)C(=O)CC2)c(=O)[nH]c1=O
→ 2.6%	x	i	-14.4%	-9.1	-12.2%	i	-19.6%	6.2%
Cc1cc(C)cc(C(=O)NCC(=O)N(C)CCOc2ccccc2)c1
→ -23.5%	0.4%	i	14.2%	-9.4	3.7%	-20.8%	-7.0%	17.7%
O=C(Nc1ccccc1)Nc1nnc(Cc2ccc([N+](=O)[O-])cc2)s1
→ -9.6%	x	i	-1.7%	5.9	4.1%	-13.8%	-4.6%	1.2%
CCOC(=O)c1ccc(NC(=O)CC2Sc3ccc(C(F)(F)F)cc3NC2=O)cc1 (stereo unspecified)
→ -9.5%	-9.9%	x	-10.2%	x	x	i	x	25.1%[9.22 µM]
Cc1ccc(NC(=O)[C@@H]2CCCN2S(=O)(=O)c2ccc(Cl)cc2)cc1
→ u	x	i	-17.4%	0.0	-6.5%	-15.3%	-7.3%	u
Cc1ccccc1N1C(=O)N(c2cccc(C(F)(F)F)c2)C2CS(=O)(=O)CC21 (stereo unspecified)
→ -32.0%	15.6%	i	1.4%	-22.6	8.9%	-10.4%	-8.1%	-3.8%
O=C(Nc1ccc(NC(=S)NC(=O)c2ccco2)cc1)c1ccccc1
→ 6.2%	17.8%	i	10.3%	-7.5	-5.5%	-3.9%	15.5%	-0.8%

Screens (PubChem)

Some of the compounds tested; rates above refer to the full screens.
